Assay outcomes: PubChem BioAssay, National Center for Advancing Translational Sciences (NCATS)
LMNA splice mod: modulators of lamin A splicing. HeLa LMNA splicing GFP/RFP minigene ratio, 48 h. Potency, µM (series often up to 46.1 µM), for inactives: top-dose ratio change, negative = inhibition, usual class: inhibitors. 200,000 tested, 0.01% active. AID 1487; active = well fitted inhibition curve with a large enough effect in the signal ratio, with a control signal flat, not every such curve was filed as active; inconclusive = small, poorly fitted or top-dose-only effect, or effect the other way, or a change in a side signal; the % refers to the signal ratio; note: % is set by controls: 0 for no effect and ±100 for the full control effect
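S3 HeLa cells stably expressing lamin A-EGFP splicing minigene plus DsRed2, 600 cells/well, 48 h compound exposure at 37C. Laser-scanning cytometry; analysed as GFP (500-530 nm)/RFP (575-640 nm) total intensity ratio; 0.5% DMSO vehicle.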
SMN2 splice enh: SMN2 splice variant enhancement | HEK293 SMN2-luciferase splicing reporter, luminescence, 30-36 h | 210,000 tested, 2.8% active | Potency, µM (top dose mostly 46.1 µM), without a hit: top-dose activity change, positive = activation, hits mostly activators | AID 1458; note: % of control where 0% means no effect; nearly all actives have a fitted effect of over 55% in size
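HEK293 cells carry an SMN2 […]–luciferase reporter in which exon 7 inclusion puts luciferase in frame. Cells were plated 10-12 h before compound addition, then incubated 30-36 h at 37C. ONE-Glo luminescence was read; sodium butyrate at 4.5 mM final served as control.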
KDM4E inh: blocks human JMJD2E demethylase activity. AID 2147. 230,000 tested, 1.6% active. Potency, µM (doses to about 57.1 µM), without a hit: at the highest dose activity change, negative = inhibition, actives largely listed as inhibitors. JMJD2E catalytic domain, FDH-coupled NADH fluorescence (FDH is formaldehyde dehydrogenase). B2RXH2; active = well fitted inhibition curve with a large enough effect, not every such curve was filed as active; inconclusive = small, poorly fitted or top-dose-only effect, or another doubt; inactive = no such curve, though single readings can be large or run the other way;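 note: 0% = wells with enzyme and -100% = buffer wells without enzyme; nearly all actives have a fitted effect of over 50% in size; many of its hits are not listed in these tables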
Target sequence (B2RXH2 1-337 limits assumed): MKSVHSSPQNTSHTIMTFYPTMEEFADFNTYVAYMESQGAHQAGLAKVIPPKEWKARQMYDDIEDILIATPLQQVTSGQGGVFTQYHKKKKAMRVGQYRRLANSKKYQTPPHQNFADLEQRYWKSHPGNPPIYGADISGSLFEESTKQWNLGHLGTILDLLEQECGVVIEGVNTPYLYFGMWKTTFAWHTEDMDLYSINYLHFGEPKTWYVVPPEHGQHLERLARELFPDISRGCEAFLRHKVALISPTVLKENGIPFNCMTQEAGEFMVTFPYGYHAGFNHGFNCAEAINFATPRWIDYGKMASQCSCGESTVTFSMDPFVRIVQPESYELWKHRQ
ALDH1A1 inh: ALDH1A1 (human) enzyme inhibition. P00352. Purified ALDH1A1, NADH fluorescence, propionaldehyde substrate. Potency, µM (series often up to 75.3 µM), for the others: at the highest dose activity, negative = inhibition, usual class: inhibitors. 220,000 tested, 7.3% active; active = well fitted inhibition curve with a large enough effect, not every such curve was filed as active; inconclusive = small, poorly fitted or top-dose-only effect, or another doubt; inactive = no such curve, though single readings can be large or run the other way;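 note: plate controls were no enzyme wells and a reference inhibitor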
RECQ1 inh: RECQ1 (human) helicase inhibition | RECQ1 DNA unwinding, red fluorescence kinetic read | Potency, µM (doses to about 57.3 µM), for the others: at the top dose activity, negative = inhibition, hits mostly inhibitors | 240,000 tested, 0.54% active | AID 2549;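 note: plate controls were vehicle for no effect and no enzyme for full effect; nearly all actives have a fitted effect of over 30% in size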
Target sequence (P46063 whole entry, looked up): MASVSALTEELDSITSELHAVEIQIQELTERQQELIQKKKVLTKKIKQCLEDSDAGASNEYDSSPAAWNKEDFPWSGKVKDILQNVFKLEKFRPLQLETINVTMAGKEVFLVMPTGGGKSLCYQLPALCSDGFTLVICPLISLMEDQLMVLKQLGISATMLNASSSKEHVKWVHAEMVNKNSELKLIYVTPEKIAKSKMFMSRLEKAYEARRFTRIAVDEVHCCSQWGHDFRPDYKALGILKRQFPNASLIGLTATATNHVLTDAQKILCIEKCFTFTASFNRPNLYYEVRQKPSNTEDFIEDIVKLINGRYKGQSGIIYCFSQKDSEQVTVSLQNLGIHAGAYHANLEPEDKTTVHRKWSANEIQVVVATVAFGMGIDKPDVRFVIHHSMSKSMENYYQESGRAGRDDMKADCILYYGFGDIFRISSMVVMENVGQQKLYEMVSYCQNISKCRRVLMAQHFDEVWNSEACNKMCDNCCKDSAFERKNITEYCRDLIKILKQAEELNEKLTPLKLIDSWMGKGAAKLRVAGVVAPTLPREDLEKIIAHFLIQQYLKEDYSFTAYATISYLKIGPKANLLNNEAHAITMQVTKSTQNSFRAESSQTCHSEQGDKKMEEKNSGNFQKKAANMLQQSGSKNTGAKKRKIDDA
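RECQ1T1 50 nM; forked duplex (20 bp + 30-nt ss tails) 200 nM, ATP 2 mM final; pH 8.0, 2 mM MgCl2, 2.5 ug/ml poly(dI-dC); 15 min compound preincubation; discontinuous kinetic read over 2 h at RT.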
GoLoco inh red: blocks human Gai1 binding to RGS12 GoLoco peptide, red readout; Gai1:RGS12 GoLoco peptide FP, rhodamine, 10 min; 230,000 tested, 0.44% active; AID 880; Potency, µM (highest dose often 61.6 µM), without a hit: at the top dose activity, negative = inhibition, hits mostly inhibitors; active = well fitted inhibition curve with a large enough effect, not every such curve was filed as active; inactive = no such curve, though single readings can be large or run the other way; note: % is set by controls: 0 for no effect and ±100 for the full control effect; nearly all actives have a fitted effect of over 30% in size; many of its hits are not listed in these tables
TRb-SRC2 inh: inhibitors of human thyroid hormone receptor beta-SRC2 interaction. Potency, µM (highest dose often 106 µM), for the others: at the highest dose activity change, negative = inhibition, actives largely listed as inhibitors. AID 1469. P10828. TRbeta-SRC2 peptide binding, fluorescence polarization; receptor liganded with 1 µM T3. 280,000 tested, 0.065% active;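 note: plate controls were bound peptide for no effect and peptide without receptor for full effect; nearly all actives have a fitted effect of over 50% in size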
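TRb LBD 0.6 uM + Texas Red SRC2 peptide 20 nM, 1 uM T3, Tris buffer w/ 5% DMSO; compound pinned, 5 h RT; FP read ex 555/em 632; normalized to unbound and bound controls.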
TR SRC2 fluor cs: alters Texas Red total fluorescence, flagging assay interference; AID 1479; TRb/SRC2 Texas Red total fluorescence interference; Potency, µM (top dose mostly 106 µM), inactives show at the top dose fluorescence change, negative = quenching; 280,000 tested, 0.29% active; active = well fitted curve in either direction with a large enough effect; inconclusive = small, poorly fitted or top-dose-only effect; note: % is set by controls: 0 for no effect and ±100 for the full control effect
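Flags fluorescent or light-absorbing compounds by total fluorescence, S + 2P, at 555 nm excitation and 632 nm emission. Mixture: 20 nM Texas Red SRC2 peptide, 0.6 uM human TRb LBD, 1 uM T3, 5% DMSO; compound exposure 5 h at ambient temperature.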
Numbers without * were called inactive; i = inactive; u = inconclusive; x = not tested or not shown; [ ] = dose if it differs, or a comment. Unless noted, calls come from the whole dose curve; as a rule, active = well fitted curve in the direction sought with a large enough effect; inconclusive = small, poorly fitted or top-dose-only effect, or another doubt; inactive = no such curve, though single readings can be large; an effect the other way counts as inactive or inconclusive. Potency is the fitted concentration of half-maximal effect.

SMILES	LMNA splice mod	SMN2 splice enh	KDM4E inh	ALDH1A1 inh	RECQ1 inh	GoLoco inh red	TRb-SRC2 inh	TR SRC2 fluor cs
COc1ccc(C(=O)C2CCCN(C(=O)c3noc4c3CCCC4)C2)c(C)c1 (stereo not drawn)	29%[46 µM]	x	u	5µM*	-3%	-2%	-10%	1%
CCOC(=O)N1CCc2c(sc(NC(=O)CN3CCOCC3)c2C#N)C1	x	x	-7%	x	-5%	4%	-8%	-4%
CCc1ccc(-c2cc(C(=O)Nc3c(C)n(C)n(-c4ccccc4)c3=O)c3ccccc3n2)s1	-3%	-10%	u	u	-9%	6%	0%	2%
CCN(CC)P(=O)(Nc1ccccc1Br)c1ccc(N(C)C)cc1NC(=O)c1ccco1 (stereo not drawn)	4%[46 µM]	6%	u	1%	-3%	-6%	-2%	-1%
CCCCN(CC)CCNS(=O)(=O)c1ccc2c(c1)oc(=O)n2C	-1%	-1%	7%	-3%	-8%	6%	3%	1%
CCC(C)NS(=O)(=O)c1ccc(NC(=O)C(Sc2ccccc2)c2ccccc2)cc1 (stereo not drawn)	u	x	-1%	19%	-22%	x	0%	-2%
CC(C)(C)c1cc(CN2CCOCC2)c(C(=O)O)o1	-8%	12%	9%	9%	i	4%	-1%	-3%
CC(C)(C)NC(=O)C(c1ccccn1)N(C(=O)c1csnn1)C1CCCC1 (stereo not drawn)	x	x	-4%	x	11%	0%	-2%	3%
Cc1ccccc1C(=O)/C=C1/SCC(=O)N1C	x	-4%	-7%	8%	-2%	21%	2%	-4%
S=C(NCCc1ccccc1)Nc1ccc(Cl)cc1	-9%	10µM*	4%	10%	-4%	3%	-1%	-4%
CCNC(=O)Cc1c(OC)ccc2cc(Br)ccc12	-16%[46 µM]	-26%	-1%	4%	i	9%	2%	0%
Cc1csc(NC(=O)CCNC(=O)c2ccccc2Cl)n1	x	3%	4%	6%	3%	3%	0%	0%
COc1ccc(-c2nnc(SCC(=O)NC(=O)NCc3ccco3)o2)cc1	4%	5%	-1%	22µM*	-9%	3%	2%	-2%
O=C(CNC(=O)c1ccccc1F)OCc1nc2ccccc2s1	x	15%	-19%	2%	2%	12%	-1%	-2%
N#CCN1CCCC(C(N)=O)C1 (stereo not drawn)	14%[46 µM]	4%	17%	1%	-2%	0%	0%	-1%
CCCCCCCCCCOC(=O)C[N+](C)(C)C/C=C(/C)Cl	u	0%	0%	9%	4%	-11%	-6%	0%
Nc1cc(C(F)(F)F)cc([N+](=O)[O-])c1N	x	-6%	8%	u	1%	-8%	-1%	-1%
COc1cc(C(=O)NCC(=O)OCc2ccccc2Cl)cc(OC)c1OC	x	15%	-7%	-11%	15%	8%	-1%	-2%
O=C(CSc1ncccn1)Nc1ccc(N2CCOCC2)cc1	-2%	0%	7%	0%	-6%	20%	0%	0%
COc1ccc(C2NC3=C(CCC3)C3(C#N)C4(N=C(N)C23C#N)OCCO4)cc1 (stereo not drawn)	0%	-9%	5%	u	-1%	48%[activator]	8%	-4%
Cc1cc(=O)oc2cc(NC(=O)C3CC(=O)N(Cc4ccccc4)C3)ccc12 (stereo not drawn)	-6%	-16%	u	u	-8%	0%	2%	0%
CC(C)(C)c1ccccc1OCCOCCN1CCCCCC1	-24%[46 µM]	-12%	-7%	2%	i	-4%	3%	-4%
CC(=O)Nc1ccc(OC(=O)c2cc([N+](=O)[O-])ccc2Cl)cc1	2%	5%	4%	-2%	i	3%	-1%	1%
Cn1cc(CN2CCC(CO)CC2)c(-c2ccc(Oc3ccccc3)cc2)n1	1%[46 µM]	-18%	0%	-4%	i	10%	6%	-2%
Cc1ccc(NC(=S)N/N=C2\CC(C)(C)Oc3ccc(O)cc32)cc1	-8%	-7%	u	u	-3%	-3%	-1%	0%
(cont.)
SMILES	LMNA splice mod	SMN2 splice enh	KDM4E inh	ALDH1A1 inh	RECQ1 inh	GoLoco inh red	TRb-SRC2 inh	TR SRC2 fluor cs
COc1cc(NC(=S)NC(C)=O)ccc1NC(=O)C(C)C	7%	16%	-6%	0%	6%	3%	3%	-1%
COc1ccc(-c2cnc(SCC(=O)Nc3cc(C)on3)n2Cc2ccco2)cc1	u	0%	3%	7%	-1%	7%	4%	-2%
C1CCN(c2nc(N3CCCCC3)nc(N3CCNCC3)n2)CC1	6%	-21%	-1%	0%	-1%	6%	-2%	-1%
Cc1ccc(C(=O)O)cc1[N+](=O)[O-]	x	-1%	x	10%	-5%	3%	-3%	-2%
CS(=O)(=O)N1CCCC(C(=O)NCCc2ccc(Cl)cc2)C1 (stereo not drawn)	-10%	7%	8%	-2%	15%	2%	4%	-3%
COc1cc([N+](=O)[O-])ccc1NC(=O)/C=C/C(=O)O	x	-7%	-18%	u	-9%	-28%	-9%	-11%
O=C(O)Cn1c(SC2CCCCC2)nc2ccccc21	3%	-2%	-2%	6%	-6%	7%	4%	0%
CN(CC(=O)Nc1ccc2c(c1)OCCO2)S(=O)(=O)c1cccc2cccnc12	-10%	0%	7%	-5%	-8%	5%	6%	-4%
COC(=O)CSc1n[nH]c(-c2ccncc2)n1	-5%	-2%	-11%	-2%	1%	1%	2%	-3%
CC1(C)CC2CC(C)(CN2C(=O)c2cc(-c3ccccc3O)on2)C1 (stereo not drawn)	-2%	-20%	-7%	-11%	-18%	7%	4%	-2%
O=C(CS(=O)(=O)c1ccccc1)Nc1ccccn1	3%[46 µM]	5%	-6%	u	i	11%	8%	-1%
COc1ccc(N2C(=O)c3ccccc3NC2c2ccc(OC)c(CSc3ccccn3)c2)cc1 (stereo not drawn)	3%	u	u	u	-1%	-1%	4%	1%
CCCCCCn1c(N)c(C#N)c2ccc([N+](=O)[O-])cc2c1=O	x	2%	-5%	6%	-9%	12%	-3%	-2%
Cc1ccc(S(=O)(=O)Nc2nc3ccccc3nc2N2CCN(c3ccccc3F)CC2)cc1	0%	-1%	-13%	-7%	-1%	-2%	10%	1%
O=C(O)CCC(=O)N1CCN(c2ncccn2)CC1	x	x	-18%	x	-13%	4%	-1%	1%
O=C(Nc1ccc2c(c1)OCO2)c1ccc(Br)c(S(=O)(=O)N2CCCC2)c1	u	-59%[inhibitor]	-29%	u	i	5%	1%	-1%
COc1ccc(C(=O)NCc2ccccc2)cc1S(=O)(=O)N1CCCc2ccccc21	-19%	u	-6%	-9%	i	10%	-8%	1%
O=C(CSc1nnc(CNC(=O)c2ccccc2F)o1)c1ccccc1	-8%	-6%	-9%	-11%	-11%	-1%	-7%	-1%
CC12CCC(C(=O)NNc3ccc([N+](=O)[O-])cc3)(CC1=O)C2(C)C (stereo not drawn)	3%	-39%	-18%	u	-1%	-3%	-3%	-1%
Cc1cccc(NC(=O)c2nc[nH]c2C(=O)N[C@@H](C)C(=O)OCc2ccccc2)c1	x	x	-20%	x	7%	2%	-2%	-1%
Cc1ccnc(NS(=O)(=O)c2ccc(NC(=O)CSc3nc(-c4ccccc4)cc(=O)[nH]3)cc2)n1	x	-5%	4%	-16%	1%	5%	2%	-1%
O=C1NC(=Nc2ccccc2)S/C1=C\c1cccn1-c1ccccc1	-20%	u	-2%	-5%	-8%	11%	2%	-5%
Cc1cc(C)c(S(=O)(=O)NCCOc2ccccc2)c(C)c1-n1cnnn1	x	x	-3%	-2%	-12%	-5%	1%	-6%
O=c1cc(O)c2ccc(O)cc2o1	x	x	u	u	i	6%	4%	-2%
O=C(Nc1nnc(SCc2ccc(F)cc2)s1)c1ccc2ncsc2c1	1%	13µM*	u	u	0%	21%	-1%	2%

Two records drawn at random from those above:
SMILES	LMNA splice mod	SMN2 splice enh	KDM4E inh	ALDH1A1 inh	RECQ1 inh	GoLoco inh red	TRb-SRC2 inh	TR SRC2 fluor cs
CN(CC(=O)Nc1ccc2c(c1)OCCO2)S(=O)(=O)c1cccc2cccnc12	-10%	0%	7%	-5%	-8%	5%	6%	-4%
CS(=O)(=O)N1CCCC(C(=O)NCCc2ccc(Cl)cc2)C1 (stereo not drawn)	-10%	7%	8%	-2%	15%	2%	4%	-3%

Carrying on.
SMILES	LMNA splice mod	SMN2 splice enh	KDM4E inh	ALDH1A1 inh	RECQ1 inh	GoLoco inh red	TRb-SRC2 inh	TR SRC2 fluor cs
FC(F)(F)c1ccc(N2CCN(Cc3ccc4c(c3)OCO4)CC2)nc1	u	-66%[inhibitor]	9%	8%	-3%	2%	-9%	-1%
CC(=O)c1ccc(NC(=O)C2CCCN2S(=O)(=O)c2ccc(C)cc2)cc1 (stereo not drawn)	-10%	-1%	1%	-5%	-10%	0%	-1%	-1%
CC(C)CNC(=O)c1cccc(NC(=O)c2ccc(Cl)c([N+](=O)[O-])c2)c1	u	-6%	5%	2%	-3%	-3%	-3%	-5%
COc1cc([N+](=O)[O-])ccc1NC(=O)CCCOc1ccccc1	13%	6%	-3%	-9%	-13%	1%	1%	-4%
Cc1ccc(CNC(=O)COc2ccc(C(=O)c3ccc(F)cc3)cc2)cc1	-5%	-12%	3%	u	-9%	-15%	0%	-26%
COc1cc(-c2nnn(CC(=O)NC3CCS(=O)(=O)C3)n2)ccc1OCc1ccccc1 (stereo not drawn)	5%	u	4%	-9%	9%	12%	3%	1%
Cc1c(C(=O)O)oc2ccc(S(=O)(=O)N3CCC(C)CC3)cc12	10%	12%	4%	1%	1%	2%	11%	2%
C=C(C)C(=O)/C=C/C=C/c1ccccc1	x	7%	-3%	-1%	2%	-3%	14%	0%
CCNc1ncc2nc(-c3ccc(F)cc3)c(=O)n(CCC#N)c2n1	x	-10%	x	u	1%	20%	x	x
COc1ccc2nc3sc(C(=O)NCCCN4CCc5ccccc5C4)cc3cc2c1	u	1%	2%	u	-12%	44%[activator]	7%	0%
CCN1CCCC1CNC(=O)C(=O)NC(C)C (stereo not drawn)	x	6%	-24%	1%	12%	21%	-3%	-2%
CCOC(=O)Cn1c(=O)c(-c2cc(Br)ccc2N)nc2ccccc21	x	x	10%	x	-2%	40%[activator]	-5%	0%
COC(=O)c1cc(Br)c(=O)n(Cc2ccc(OC)c(OC)c2)c1	-20%	-28%	0%	15%	-1%	6%	9%	1%

These rows are one share of the data; rates above refer to the full screens.
